High-throughput results deposited in PubChem by several laboratories.
Tat transport: E. coli Tat export inhibitors, primary screen, MC4100, TorA-mCherry reporter, fluorescence, single point; inhibition, % at 10 µM; actives 0.036% (n = 340,000); AID 488895, 2010;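 active means mean replicate inhibition at least 50% and at least half of replicates individually reaching 50%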;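 further: exported cargo escapes ClpAP degradation while cytoplasmic cargo is degraded and loses fluorescence; 0% = median of neutral control wells and 100% = median of NaSCN control wells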
PKA-R1A act: activators of PKA-R1A holoenzyme, primary screen, biochemical, fluorescence polarization, Cy5-IP20, bovine R1A, mouse PKAc | actives 0.083% (n = 340,000) | activation, % at 11.4 µM | PKA-R1A dissociation; scaled: DMSO 0%, 113 µM cGMP 100%;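 active means percent activation above the mean of all tested compounds plus 3 SD, cut at about 19% in these data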;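 further: higher means more PKAc released from R1A so a rise in polarization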
PKA-R2B activ: activators of PKA-R2B holoenzyme, primary screen, biochemical, fluorescence polarization, Cy5-IP20, human; cAMP-dependent protein kinase catalytic subunit beta (Homo sapiens) + cAMP-dependent …; PKA-R2B holoenzyme dissociation; R2B truncated from residue 108, S112A mutant; 0% DMSO only, 100% 113 µM cGMP; activation, % at 11.4 µM; actives 0.079% (n = 340,000);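 active means activation above a cutoff set at the mean over all compounds plus 3 SD, cut at about 18% in these data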;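 further: higher means more holoenzyme dissociation and a rise in polarization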
phage Ecoli inh: growth loss of phage-infected E. coli, primary screen, RecBCD inhibitor project, absorbance, with phage, HTS; actives 0.26% (n = 360,000); inhibition, % at 11.9 µM; AID 651602, 2012; in the data active means inhibition above about 11%
HTR5A ag: HTR5A agonists in luminescence cell assay, primary screen, counter-screen for OPRM1-OPRD1 heterodimer agonist project, full-deck HTS; 5-hydroxytryptamine receptor 5A (Homo sapiens), P47898; cell-based; activation, % at 9.3 µM; actives 0.61% (n = 340,000); AID 504692, 2011; in the data active means activation mostly above about 9.5%, no sharp cut-off; inactive means mostly below about 7.6%;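 further: 0% = cells with vehicle only and 100% = reference agonist; strong numbers were not always called active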
Target sequence (P47898 whole entry, looked up): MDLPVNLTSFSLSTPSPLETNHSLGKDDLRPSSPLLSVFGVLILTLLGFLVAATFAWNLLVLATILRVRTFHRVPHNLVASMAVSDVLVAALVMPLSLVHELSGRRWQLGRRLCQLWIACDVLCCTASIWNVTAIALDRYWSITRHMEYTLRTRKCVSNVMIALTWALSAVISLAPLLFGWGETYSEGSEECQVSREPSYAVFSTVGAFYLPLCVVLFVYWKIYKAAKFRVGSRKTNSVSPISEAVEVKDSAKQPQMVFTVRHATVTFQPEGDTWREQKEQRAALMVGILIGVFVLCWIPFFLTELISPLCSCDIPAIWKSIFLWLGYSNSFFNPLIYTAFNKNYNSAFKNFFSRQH
CDK5 p35 inh: inhibitors of human CDK5/p35 kinase, primary screen, biochemical, single concentration. Cyclin-dependent kinase 5 (Homo sapiens) + Cyclin-dependent kinase 5 activator 1 (Homo …. Recombinant CDK5/p35, ADP-Glo luminescence, 60 min. inhibition, % at 10 µM. actives 0.01% (n = 330,000);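 active means highest replicate inhibition of at least 50% and at least 75% of replicates reaching 50%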;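 further: plate controls were DMSO neutral control for no effect and GW8510 at 10 µM for full effect; many of its hits are not listed in these tables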
Target sequence (Q00535 whole entry, looked up): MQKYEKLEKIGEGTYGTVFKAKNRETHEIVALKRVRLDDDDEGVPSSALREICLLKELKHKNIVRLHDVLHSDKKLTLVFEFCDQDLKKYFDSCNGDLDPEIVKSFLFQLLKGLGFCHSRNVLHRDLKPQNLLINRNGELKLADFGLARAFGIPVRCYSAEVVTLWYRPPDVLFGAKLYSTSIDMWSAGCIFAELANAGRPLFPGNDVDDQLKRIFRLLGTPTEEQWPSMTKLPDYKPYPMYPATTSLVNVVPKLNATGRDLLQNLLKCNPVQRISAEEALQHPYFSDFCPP
Target sequence (Q15078 whole entry, looked up): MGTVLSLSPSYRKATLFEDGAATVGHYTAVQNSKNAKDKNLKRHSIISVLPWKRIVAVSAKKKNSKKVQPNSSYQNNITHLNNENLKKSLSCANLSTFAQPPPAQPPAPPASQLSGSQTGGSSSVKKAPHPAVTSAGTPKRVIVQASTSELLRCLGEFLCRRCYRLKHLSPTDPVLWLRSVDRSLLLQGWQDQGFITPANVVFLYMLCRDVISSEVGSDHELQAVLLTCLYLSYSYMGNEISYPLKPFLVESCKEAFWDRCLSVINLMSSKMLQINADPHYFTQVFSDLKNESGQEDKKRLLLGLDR
AddAB inh: growth inhibition of E. coli expressing H. pylori AddAB, primary screen, AddAB inhibitor project, absorbance; inhibition, % at 11.9 µM; actives 0.29% (n = 330,000); in the data active means inhibition above about 12%;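 further: 0% = vehicle wells of infected cells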
DAGLB inhibitor: DAGLB lipase inhibitors, primary screen, biochemical, fluorescence, HTS; Diacylglycerol lipase-beta (Homo sapiens), Q8NCG7; HEK293T DAGLB membrane lysate, EnzChek fluorogenic substrate; inhibition, % at 5.17 µM; actives 0.059% (n = 340,000); in the data active means inhibition above about 34%;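 further: 0% = enzyme with vehicle and 100% = wells lacking enzyme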
E coli growth: E. coli V3065 growth inhibition, primary screen, counter-screen for AddAB inhibitor project, absorbance, OD600; 18 h; inhibition, % at 11.9 µM; actives 0.27% (n = 330,000); AID 449728, 2010;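 active means inhibition above the campaign's mean inhibition across all tested compounds plus 3 SD, cut at about 9.9% in these data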;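 further: uninfected addAB+ strain grown without phage in ampicillin broth; 0% = DMSO wells and 100% = ciprofloxacin 0.95 µg/ml wells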
HTR5A inv ag: HTR5A inverse agonists in luminescence cell assay, primary screen, counter-screen for OPRM1-OPRD1 heterodimer inverse agonist project, full-deck HTS. 5-hydroxytryptamine receptor 5A (Homo sapiens), P47898. HTR5A cell line, inverse agonism. inhibition, % at 9.3 µM. actives 0.083% (n = 340,000). AID 504634, 2011; in the data active means inhibition mostly above about 23%, no sharp cut-off; inactive means mostly below about 18%;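 further: 0% = cells with DMSO and 100% = no-cell wells with DMSO; some compounds called inactive have numbers as strong as hits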
SUMO Mot1 rescue: yeast Mot1-301 growth rescue at high temperature, primary screen, SUMOylation pathway inhibitor project, S. cerevisiae, ATP luminescence, 38.5C; S. cerevisiae Mot1-301 growth rescue; percent above DMSO median, 100 means doubled; growth rescue, % at 18.8 µM; actives 1% (n = 320,000);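 active means every valid replicate shows activation above 250% relative to neutral control wells; inactive means the rest, any valid replicate at or below 250%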;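 further: OY570 slx delta 5 strain wells were the positive control but not used for scaling; some compounds called inactive have numbers as strong as hits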
* = called active by the depositor; · = no result given. Hits appear at their usual frequency; 2.3% or so of the library scored in one or more.

Molecule,CDK5 p35 inh,AddAB inh,Tat transport,DAGLB inhibitor,HTR5A inv ag,SUMO Mot1 rescue,PKA-R1A act,PKA-R2B activ,phage Ecoli inh,E coli growth,HTR5A ag
O=C(Nc1ccccc1N1CCN(c2ccc(F)cc2)CC1)c1ccccc1,0.0,2.5,6,-5,-17,-16,2,-13,1.9,0.7,1
O=c1cc(O)nc(SC23CC4CC(CC(C4)C2)C3)[nH]1,1.1,1.4,3,14,18,12,-10,-5,0.0,-1.1,-6
Cc1cc(C(=O)N/N=C/c2cccc([N+](=O)[O-])c2)c(C)n1-c1ccccc1,0.0,2.0,-11,-15,-16,7,-6,-2,4.9,1.6,0
CC(=O)N1CCCC1(C(=O)O)c1ccccc1 (stereo not given),1.8,-2.3,-2,2,-16,9,-3,-2,-0.1,0.3,5
OCCNc1nnc(-c2ccccc2)c(-c2ccccc2)n1,0.3,-0.9,-7,-1,0,165,6,-10,-3.7,-1.6,2
COc1cc(C(=O)NCc2ccc(-n3cccc3)cc2)cc(OC)c1OC,0.0,-1.7,-2,-1,8,5,-6,8,·,-3.0,-3
ON=C1CCCCCCCC1,0.7,·,-1,0,-6,·,6,-3,3.2,·,2
COc1ccc(/C=N/Nc2nc(=O)[nH]nc2C)cc1OC,0.1,4.2,1,-1,-9,7,-3,-3,2.5,2.8,3
COc1ccc(CCNC(=O)Cc2cccs2)cc1OC,4.0,0.5,-13,-1,4,-9,0,-6,3.2,1.1,-1
C=CCOC(=O)C1=C(C)NC(=O)NC1/C=C/c1ccccc1OC (stereo not given),·,0.3,-3,-4,4,72,-4,3,4.3,4.0,4
O=[N+]([O-])c1ncn(C23CC4CC(CC(C4)C2)C3)n1,1.7,-2.6,0,-5,0,18,7,-14,-0.1,-1.9,0
Cc1cccc(N2CCN(C(=O)CCS(=O)(=O)c3ccc4c(c3)oc(=O)n4C)CC2)c1C,0.6,1.9,-1,0,6,14,-5,-3,1.4,-0.4,-4
O=C(NCCc1ccc(Cl)cc1Cl)C1=CC=CN2CCS(=O)(=O)N=C12,-4.3,-0.5,-6,2,-8,175,-9,2,0.0,2.5,3
CCC/C(=N\NC(=O)CNC(=O)/C=C/c1ccco1)c1ccccc1,-1.7,2.1,2,-2,13,-12,-1,-5,2.2,-1.6,-5
CCN(CC)Cc1c[nH]c2c(C(=O)OC)cccc12,1.3,0.2,5,0,-37,8,-8,-4,2.5,1.6,13

The list goes on.
Molecule,CDK5 p35 inh,AddAB inh,Tat transport,DAGLB inhibitor,HTR5A inv ag,SUMO Mot1 rescue,PKA-R1A act,PKA-R2B activ,phage Ecoli inh,E coli growth,HTR5A ag
O=C(O)c1cccnc1-c1ncccc1C(=O)O,0.3,1.9,-5,2,10,-17,-1,4,0.5,-2.5,7
CN(C(=O)COC(=O)C1=COCCO1)C1(C#N)CCCCC1,-0.3,1.3,-8,-3,-7,5,-8,2,5.8,-2.0,1
Cc1nn(C)c(C)c1NC(=O)c1ccc(Cl)cc1,-0.3,-1.2,2,1,13,345,5,-4,1.3,0.9,-4
COc1ccc(CCNC(=O)c2nnn(-c3cccc(C)c3)c2N)cc1OC,-0.8,-0.2,-16,-1,4,-24,-1,-7,3.4,2.0,-1
CC1CC(C)CN(C(=O)c2ccc3c(c2NCCO)C(=O)c2ccccc2C3=O)C1 (stereo not given),1.5,-1.1,12,44*,3,192,5,3,2.0,0.0,-1
Cc1cccc(C)c1NC(=S)N/N=C/c1c(Cl)cccc1Cl,-3.4,1.6,-12,-1,-9,-16,-9,-2,0.6,-0.9,3
CCOC(=O)c1c(NC(=O)COC(=O)c2cccnc2OCC)sc(C(=O)N(CC)CC)c1C,0.9,-1.5,-7,-5,3,-5,-10,-7,3.2,0.2,-1
CC1(C)CC(=O)C(=Cc2cn(CCC#N)nc2-c2ccc(Cl)cc2)C(=O)C1,-5.0,-2.4,5,2,-5,391,-6,-4,2.8,2.0,6
Cc1ccc(C(=O)OCC(=O)Nc2ccccc2N2CCOCC2)cc1,-0.1,-0.8,-2,-6,-8,-10,-7,2,1.3,2.6,3
COc1cc(C(=O)Nc2ccc(OCC(=O)O)cc2)cc(OC)c1OC,1.0,3.6,-1,0,-5,-15,3,-1,1.0,-3.1,-2
COc1ccc(C(CNC(=O)c2cccc(S(=O)(=O)Nc3ccccc3OC)c2)N2CCOCC2)cc1 (stereo not given),-1.8,-1.2,-8,3,4,-5,-2,-3,1.7,2.4,-2
Clc1cccc(Nc2nc(-c3ccncc3)cs2)c1,0.4,1.0,3,-1,-2,275*,-10,-7,1.2,-1.6,1
COc1ccc(-n2nc(C(=O)NCC(=O)NC(C)C)c3ccccc3c2=O)c(OC)c1,-0.8,-1.2,9,-2,7,-18,10,-1,-1.7,-1.4,-2
Cc1ccc(C(=O)N/C(=C\c2ccc(Cl)cc2)C(=O)NCC2CCCO2)cc1 (stereo not given),-1.1,2.5,-5,-3,10,-21,6,-2,3.6,0.0,-4
Cn1c(=O)[nH]c(=O)c2c1nc(N1CCCCC1)n2CC(O)COc1ccc([N+](=O)[O-])cc1 (stereo not given),-0.1,2.1,0,-1,-12,3,-7,1,2.9,0.5,4

Full records, quoted from the list. Order of values: CDK5 p35 inh	AddAB inh	Tat transport	DAGLB inhibitor	HTR5A inv ag	SUMO Mot1 rescue	PKA-R1A act	PKA-R2B activ	phage Ecoli inh	E coli growth	HTR5A ag
Entry for O=C(O)c1cccnc1-c1ncccc1C(=O)O : 0.3	1.9	-5	2	10	-17	-1	4	0.5	-2.5	7
Entry for CC1CC(C)CN(C(=O)c2ccc3c(c2NCCO)C(=O)c2ccccc2C3=O)C1 (stereo not given) : 1.5	-1.1	12	44*	3	192	5	3	2.0	0.0	-1
Entry for Cc1ccc(C(=O)OCC(=O)Nc2ccccc2N2CCOCC2)cc1 : -0.1	-0.8	-2	-6	-8	-10	-7	2	1.3	2.6	3
Entry for CN(C(=O)COC(=O)C1=COCCO1)C1(C#N)CCCCC1 : -0.3	1.3	-8	-3	-7	5	-8	2	5.8	-2.0	1

(list continues)
Molecule,CDK5 p35 inh,AddAB inh,Tat transport,DAGLB inhibitor,HTR5A inv ag,SUMO Mot1 rescue,PKA-R1A act,PKA-R2B activ,phage Ecoli inh,E coli growth,HTR5A ag
c1ccc(C2=Nn3c(nnc3-c3ccco3)SC2)cc1,5.9,0.3,4,1,18,14,-1,-10,1.9,1.0,-3
O=C(Nc1ccncc1Cl)c1ccncc1,-0.5,4.8,-4,0,0,435*,-6,2,0.7,1.4,9
C=CCn1c(=NC(=O)c2cccs2)sc2cc(NC(C)=O)ccc21,-0.6,-0.2,8,0,3,4,11,-13,3.0,-1.2,-1
NC(=O)C1CC(O)CN1c1nc(CN2CCOCC2)nc2scc(-c3ccccc3)c12 (stereo not given),-0.1,6.3,-4,5,-3,1,-15,9,3.9,0.2,1
COc1ccccc1NC1=CC(=O)CC(c2ccccc2)C1 (stereo not given),-0.5,0.9,1,1,18,13,8,-4,3.2,-1.2,-2
O=C1C2CC=CCC2C(=O)N1Nc1ccccc1 (stereo not given),0.9,1.2,6,2,-7,13,-3,-4,4.6,-1.1,3
COc1ccc(N2C(=O)NC3CC2(C)Oc2ccccc23)cc1 (stereo not given),-1.6,1.3,2,2,-18,-20,-2,5,-0.1,1.0,6
Nc1nc(-c2ccccc2)cn1N,-0.9,4.0,-2,-2,4,-11,-4,-8,2.9,-1.1,11
CC1CC(C)CN(CCCNC(=O)CCC(=O)N2CC(C)Oc3ccccc32)C1 (stereo not given),1.6,1.1,-5,0,-28,-7,-11,2,4.8,0.6,9
COC(=O)C1=C(C)Nc2c(c(=O)n(C)c(=O)n2C)C1c1cccc(O)c1 (stereo not given),-0.7,-1.4,-6,2,0,-7,-6,-15,1.9,-1.7,5
COc1ccc(C(=O)CCC(=O)Nc2cccnc2)c(OC)c1,-0.4,3.5,-4,0,-1,2,-2,-1,0.7,1.0,0
Cc1cc(C)c(S(=O)(=O)c2ccccc2C(=O)O)c(C)c1,-0.4,2.3,8,-2,3,13,-14,-2,2.9,0.5,-3
CC(C)CNC(=O)CSc1nnc(-c2ccc(Cl)cc2)n1N,-0.1,3.2,1,2,41,-11,-8,-6,1.6,-0.2,-1
O=C(Nc1cc(S(=O)(=O)N2CCOCC2)ccc1N1CCOCC1)c1cccc(S(=O)(=O)N2CCCCC2)c1,0.5,2.2,1,3,-4,·,3,-5,0.1,-1.0,6
CC(Sc1ccccc1)C(=O)N/N=C/c1ccccc1 (stereo not given),-1.7,0.8,-4,0,-14,101,-1,3,1.5,-1.2,-1

(next part)
Molecule,CDK5 p35 inh,AddAB inh,Tat transport,DAGLB inhibitor,HTR5A inv ag,SUMO Mot1 rescue,PKA-R1A act,PKA-R2B activ,phage Ecoli inh,E coli growth,HTR5A ag
CC(=O)c1cccc(S(=O)(=O)NCCC(=O)O)c1,-1.4,1.9,-4,-1,-14,-7,-3,2,2.2,-2.3,5
COc1ccccc1NC(=O)CSc1nncn1-c1ccccc1,-3.3,4.3,-7,1,12,-13,-3,-1,1.3,-2.8,-3
COc1ccc(-n2nc(C(=O)NCC(=O)NCC3CCCO3)c3ccccc3c2=O)cc1Cl (stereo not given),2.0,-2.7,0,-3,4,5,-1,-8,2.1,0.5,-2
Cc1cc(NC(=O)COc2ccc(N(C)S(=O)(=O)c3ccccc3)cc2)no1,-1.0,0.9,-12,-2,-21,27,-1,-1,-0.2,0.4,4
CCCCc1nc2cc(C(=O)N3CCCCC3CCNC(C)=O)ccc2o1 (stereo not given),-1.4,3.0,4,-2,8,315,2,-12,0.6,-0.1,-1
CN(CCc1ccccc1)C(=O)c1ccc(NC(=O)Cc2ccc(NC(=O)C3CCN(C(=O)CCc4ccccc4)CC3)cc2)cc1,-1.1,·,8,-2,-10,·,0,-4,2.1,·,3
O=C(O)CCc1ccc(-c2ccccc2)n1-c1cccc(C(=O)O)c1,-1.5,0.8,-14,-1,-9,1,-9,-11,3.4,-0.7,2
COc1cc2[nH]c(=S)nc(NCc3ccccc3)c2cc1OC,0.2,2.0,1,0,9,-3,2,-9,-0.2,2.3,-3
CCNC(=S)NS(=O)(=O)c1ccc(F)cc1,1.3,0.9,-6,-3,11,-4,5,2,4.7,-1.5,-4
